High-throughput results from PubChem BioAssay.
NPR2 activator – GC-B (human) receptor activation. actives 0.11% (n = 370,000). P20594. HEK293-GC-B cells, CNP EC30, cGMP TR-FRET; 0% at EC30 CNP, 100% saturating CNP. activation, % at 10 µM;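 active = activation at 10 µM reaching about 35% in either raw or pattern-adjusted values, limit read from the data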
TDP2 absorb – TDP2 (human) inhibition, absorbance primary screen. recombinant TDP2, T5PNP hydrolysis, p-nitrophenol absorbance 415 nm. inhibition, % at 12.8 µM. O95551. AID 720702. actives 0.34% (n = 370,000);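 active = inhibition above the mean of all tested compounds plus 3 SD, set per campaign, cut at about 25% in these data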;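 note: 0% = DMSO with enzyme and 100% = buffer with substrate but no TDP2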
Target sequence (O95551 whole entry, looked up): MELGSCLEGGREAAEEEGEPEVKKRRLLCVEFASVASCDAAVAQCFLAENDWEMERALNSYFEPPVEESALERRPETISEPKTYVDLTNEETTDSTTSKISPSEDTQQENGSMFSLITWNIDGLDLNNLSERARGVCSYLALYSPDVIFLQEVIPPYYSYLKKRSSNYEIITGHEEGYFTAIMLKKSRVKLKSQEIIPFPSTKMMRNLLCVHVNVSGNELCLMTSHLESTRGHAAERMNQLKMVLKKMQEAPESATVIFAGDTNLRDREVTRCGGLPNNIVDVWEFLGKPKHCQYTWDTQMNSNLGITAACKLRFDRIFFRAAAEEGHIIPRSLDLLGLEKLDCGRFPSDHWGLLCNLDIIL
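Test system: Human TDP2 enzyme | Reagent: 5 mM T5PNP | Compound dosing: 12.8 µM single point, 1% DMSO | Incubation: Enzyme reaction with compound for 2 h at 37 °C | Technique: p-Nitrophenol epi absorbance | Read-out: % inhibition relative to enzyme-containing and enzyme-free wells | Benchmarks: High control without enzyme, low control DMSO plus TDP2 | Replicates: Singlicate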
HTRA1 inh – inhibitors of human serine peptidase HTRA1 | Q92743 | recombinant HTRA1, FP-rhodamine activity-based probe, fluorescence polarization | inhibition, % at 5.96 µM | actives 0.5% (n = 340,000); in the data active = inhibition above about 36%;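 note: 0% = enzyme with DMSO and 100% = wells lacking enzyme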
TCR CD3 inh – inhibitors of human TCR-CD3 interaction. TAMRA-labeled TCR probe fluorescence, biochemical. inhibition, % at 9.4 µM. actives 0.37% (n = 360,000). AID 651800; in the data active = inhibition above about 19%;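 note: recombinant mutant TCR 2C K166C tagged with TAMRA read by polarization; 0% = receptor in buffer alone and 100% = receptor with positive control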
rCAG RNA binder – molecules binding r(CAG) RNA repeats | inhibition, % at 3 µM | actives 1.3% (n = 370,000) | r(CAG) RNA repeat, TO-PRO-1 dye displacement fluorescence;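 active = inhibition above the plate cutoff, the mean of all test compounds on that plate plus 3 SD, cut at about 35% in these data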;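 note: 0% = DMSO alone and 100% = 100 µM mitoxantrone as full dye displacement; higher means more dye released from RNA so lower well fluorescence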
PRMT1 inh – inhibitors of human PRMT1; recombinant PRMT1, activity-based probe fluorescence polarization; Q99873; actives 1.3% (n = 370,000); inhibition, % at 2.79 µM;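 active = inhibition above about 21% made by adding two undisclosed values, limit read from the data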
ABHD4 inh – inhibits mouse alpha/beta hydrolase domain 4; AID 720543; actives 0.54% (n = 370,000); inhibition, % at 8.92 µM; Q8VD66; purified mABHD4, FP-Rh probe fluorescence polarization;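 active = inhibition exceeding the mean over every tested compound plus 3 SD, cut at about 30% in these data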;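 note: 0% = plate median of compound wells and 100% = S159A mutant with DMSO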
Target sequence (Q8VD66 whole entry, looked up, the tested form may be a part): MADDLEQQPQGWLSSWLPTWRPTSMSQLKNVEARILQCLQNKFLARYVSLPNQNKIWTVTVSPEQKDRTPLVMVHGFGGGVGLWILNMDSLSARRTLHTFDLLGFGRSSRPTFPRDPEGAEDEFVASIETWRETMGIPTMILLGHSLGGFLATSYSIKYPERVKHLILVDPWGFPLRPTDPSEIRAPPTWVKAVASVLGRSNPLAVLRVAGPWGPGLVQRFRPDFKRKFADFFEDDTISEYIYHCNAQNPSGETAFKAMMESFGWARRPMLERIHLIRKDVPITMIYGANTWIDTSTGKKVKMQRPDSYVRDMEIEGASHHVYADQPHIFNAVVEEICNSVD
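Assay system: wild-type mouse ABHD4 protein; compound: single nominal dose of 8.92 µM, 0.89% DMSO final; schedule: 45 min + 60 min at 25 °C; measured by: FP readout, ex 525 nm / em 598 nm; evaluation: % inhibition of FP-Rh probe binding versus controls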
LEDGF integ inh – blocks HIV-1 LEDGF/p75-dependent DNA integration | actives 0.64% (n = 370,000) | inhibition, % at 3.7 µM | AID 743269 | TR-FRET IN-LEDGF/p75 DNA integration, Eu/Cy5;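 active = inhibition above the screen-wide mean plus 3 SD, cut at about 13% in these data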;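 note: signal is the Cy5 over europium emission ratio at 671 and 618 nm; 0% = plate median of compound wells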
MBD2 inh – MBD2-methylated oligo binding inhibition | Q9UBB5 | TR-FRET, MBD2 binding to methylated oligonucleotide | inhibition, % at 4.4 µM | actives 0.31% (n = 370,000) | AID 686964; in the data active = inhibition above about 13%
Target sequence (Q9UBB5 whole entry, looked up): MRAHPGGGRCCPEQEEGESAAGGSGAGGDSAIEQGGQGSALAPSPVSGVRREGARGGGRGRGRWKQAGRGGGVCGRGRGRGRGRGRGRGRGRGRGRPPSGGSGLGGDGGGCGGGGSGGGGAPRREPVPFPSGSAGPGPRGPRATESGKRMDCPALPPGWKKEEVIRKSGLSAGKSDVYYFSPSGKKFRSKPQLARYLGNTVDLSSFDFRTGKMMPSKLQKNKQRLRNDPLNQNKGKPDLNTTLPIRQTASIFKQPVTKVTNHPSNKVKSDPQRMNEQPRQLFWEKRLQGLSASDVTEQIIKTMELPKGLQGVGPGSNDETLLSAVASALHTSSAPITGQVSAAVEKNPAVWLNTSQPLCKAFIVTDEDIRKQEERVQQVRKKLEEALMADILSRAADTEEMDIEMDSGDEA
SIAE primary – blocks human sialic acid acetylesterase | AID 1053197 | SIAE FP-Rh probe binding, fluorescence polarization | actives 0.69% (n = 370,000) | Q9HAT2 | inhibition, % at 9.66 µM;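 active = inhibition above a cutoff: mean of compounds within the control limits plus 3 SD of those, cut at about 17% in these data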;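 note: 0% = plate median of compound wells and 100% = probe without SIAE protein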
* hit, by the source's call; · = no result given.

SMILES | NPR2 activator | TDP2 absorb | HTRA1 inh | TCR CD3 inh | rCAG RNA binder | PRMT1 inh | ABHD4 inh | LEDGF integ inh | MBD2 inh | SIAE primary
COC(=O)c1nn(-c2ccccc2)c(Sc2ccc(OC)cc2)c1/C=N/O | -2 | -4 | -14 | 1 | 0 | 1 | -4 | -2 | 3 | -2
CC(C)c1ccc(NC(=O)COC(=O)c2c[nH]c(=O)[nH]c2=O)cc1 | -3 | -5 | 1 | -3 | 1 | 0 | 2 | 2 | 7 | 13
O=C1OC(c2ccccc2)(c2cc(Br)ccc2O)c2ccccc21 (stereo unspecified) | -8 | 2 | -51 | -1 | 11 | -1 | -32 | -4 | 0 | -17
NC(=S)c1cc2ccc(O)cc2oc1=O | 14 | -5 | 10 | 13 | 2 | 3 | 16 | 0 | -9 | -9
CCCOc1ccc(CC(=O)NCC2(c3ccccc3)CCOCC2)cc1OC | 1 | -6 | 2 | -6 | -4 | 2 | -6 | 1 | -1 | 5
COc1cccc(C(C(=O)NC(C)(C)C)N(Cc2ccc(C)cc2)C(=O)CCC(=O)Nc2cc(C)on2)c1OC (stereo unspecified) | -12 | 31* | -17 | 3 | 7 | 4 | 7 | 0 | 1 | -2
Cc1ccc(S(=O)(=O)NC(Cc2ccccc2)C(=O)O)cc1 (stereo unspecified) | 3 | 3 | 6 | -6 | 0 | -1 | -1 | -1 | 7 | 7
O=C(Nc1cccc(Cl)c1)N1CCN(c2ncccn2)CC1 | -5 | -3 | -6 | -5 | -5 | 0 | -1 | -1 | -2 | -2
Cc1cc(NC(=O)C2CCCCC2)ccc1NC(=O)c1ccccc1Cl | 4 | 0 | 2 | 9 | -3 | 1 | -8 | 0 | 0 | 0
CC(Oc1ccccc1F)c1nnc(SCC(=O)Nc2ccc(N3CCOCC3)cc2)o1 (stereo unspecified) | 0 | -4 | 5 | 2 | 3 | -3 | -1 | 3 | 1 | 4
CCN(CC)CCOC(=O)c1ccc(N/C=C(/C#N)c2nc(-c3cccc(OC)c3)cs2)cc1 | 0 | 0 | · | -2 | 1 | 0 | 6 | -1 | 6 | -3
COc1ccccc1CNC(=O)CCNC(=O)N1CC(=O)Nc2ccccc21 | -2 | -6 | -1 | 2 | -2 | -1 | 1 | -1 | 2 | 5
COCCCNC(=O)CS(=O)Cc1nc(-c2ccccc2C)oc1C (stereo unspecified) | 1 | 4 | 11 | -4 | 2 | 3 | -2 | 0 | -2 | 5
O=C(CN(c1ccccc1)S(=O)(=O)c1ccccc1)N1CCN(Cc2ccc3c(c2)OCO3)CC1 | 2 | -6 | -1 | -1 | -6 | -1 | 1 | 0 | -3 | 11
COc1ccc(N(C(=O)CNC(=O)c2ccco2)C(C(=O)NCC2CCCO2)c2ccccc2)c(OC)c1 (stereo unspecified) | -3 | -14 | 0 | -5 | -3 | -6 | -8 | 7 | -3 | 3

Fetched by compound from above (two):
SMILES | NPR2 activator | TDP2 absorb | HTRA1 inh | TCR CD3 inh | rCAG RNA binder | PRMT1 inh | ABHD4 inh | LEDGF integ inh | MBD2 inh | SIAE primary
COc1cccc(C(C(=O)NC(C)(C)C)N(Cc2ccc(C)cc2)C(=O)CCC(=O)Nc2cc(C)on2)c1OC (stereo unspecified) | -12 | 31* | -17 | 3 | 7 | 4 | 7 | 0 | 1 | -2
COC(=O)c1nn(-c2ccccc2)c(Sc2ccc(OC)cc2)c1/C=N/O | -2 | -4 | -14 | 1 | 0 | 1 | -4 | -2 | 3 | -2

Remaining list, next part.
SMILES | NPR2 activator | TDP2 absorb | HTRA1 inh | TCR CD3 inh | rCAG RNA binder | PRMT1 inh | ABHD4 inh | LEDGF integ inh | MBD2 inh | SIAE primary
O=c1cc(-c2ccccc2)nc(Cc2c(Cl)cccc2Cl)[nH]1 | -3 | -4 | 3 | -2 | -2 | 0 | -1 | -6 | -3 | -5
CN(C)C(=O)C(=O)c1cccn1-c1cccc(Cl)c1C#N | -3 | -5 | -2 | 1 | -1 | -2 | 0 | 3 | 4 | 0
CCOC(=O)c1cc(N)cc([N+](=O)[O-])c1 | 7 | 0 | -2 | -4 | -2 | 3 | -2 | -3 | -4 | 6
CCOC(=O)CSCC(=O)N1N=C(c2cccs2)CC1c1ccc(F)cc1 (stereo unspecified) | -6 | -9 | -8 | 0 | -1 | 2 | -15 | 5 | -7 | 0
Cc1[nH]c(=S)c(C#N)c(C)c1Cc1ccc(Cl)cc1Cl | -2 | 9 | 6 | 1 | 8 | 6 | 2 | 1 | -5 | -6
CC(C)n1ncc2c(C(=O)Nc3ccccc3SCC(N)=O)cc(C3CC3)nc21 | 12 | 5 | -19 | -2 | 0 | 80* | -6 | 0 | -1 | -4
CCO[C@H]1OC(C(N)=O)=C[C@@H](C2CCCCC2)[C@@H]1CCCO | 0 | 5 | -1 | 3 | -3 | 0 | 1 | 3 | -3 | 4
CC(=O)Nc1cc2ccccc2oc1=O | -7 | -3 | 0 | 9 | -3 | -2 | 4 | 2 | 2 | 3
CC(NC(=O)c1csc2ccccc12)C1CCCO1 (stereo unspecified) | 6 | 6 | 3 | 0 | 2 | 1 | 3 | 0 | -3 | -3
CC(=O)N1CCc2ccc([N+](=O)[O-])cc21 | -1 | 4 | 0 | 7 | 0 | -3 | -4 | 5 | -3 | -7
COC(=O)c1ccccc1NC(=O)c1cccc(NC(=O)C(C)C)c1 | -2 | -6 | -12 | 0 | -1 | -3 | -13 | 4 | 5 | -2
COc1cc(CN(C)c2ccc(S(=O)(=O)N3CCCC3)cn2)ccc1OC(F)F | 11 | -5 | -3 | -8 | -3 | 4 | -10 | 2 | -5 | 4
O=C1C2CC(O)CN2C(=S)N1Cc1ccccc1 (stereo unspecified) | -2 | 0 | · | 11 | 4 | 5 | -1 | 1 | 5 | -5
Cc1ccc(CN2CCSc3sccc3C2=O)cc1 | 1 | -5 | -11 | -3 | -4 | -1 | -5 | 0 | 0 | -4
CC(C)C(=O)N1CCCCCCN1C(=O)C(C)C | -1 | 12 | 5 | -4 | -1 | 1 | 1 | 0 | -5 | 9

Other results
SMILES | NPR2 activator | TDP2 absorb | HTRA1 inh | TCR CD3 inh | rCAG RNA binder | PRMT1 inh | ABHD4 inh | LEDGF integ inh | MBD2 inh | SIAE primary
COc1ccc(-n2c(C(C)(C)C)csc2=Nc2c(C)n(C)n(-c3ccccc3)c2=O)cc1 | -1 | -6 | 3 | 4 | -2 | -2 | 0 | -1 | 3 | -3
CSc1ccc(/C=N/NC(=O)c2cccc(O)c2)cc1 | -4 | -5 | -6 | 2 | -1 | -1 | -5 | 0 | -1 | -1
O=C(NCCc1c[nH]c2ccccc12)C1CCCN(S(=O)(=O)c2ccccc2)C1 (stereo unspecified) | 0 | -15 | 2 | 6 | 0 | -4 | 0 | -4 | -6 | 3
CC(C)(C)c1ccc(C(=O)Nc2ccc(NC(=O)C(=O)O)cc2)o1 | 1 | -13 | -2 | -7 | 4 | 15 | -7 | -3 | 6 | -7
CC(C)NC(=O)/C(=C/c1cn(-c2ccccc2)nc1-c1cccc([N+](=O)[O-])c1)NC(=O)c1ccccc1 | -1 | 7 | 0 | -1 | 3 | -4 | -2 | -3 | 3 | -3
COc1cc(OC)c(/C=N/NC(=O)c2ccc(NC(C)=O)cc2)cc1Br | -2 | 5 | -4 | 1 | 0 | 0 | -3 | 1 | 4 | -7
O=C(NCCCN1CCOCC1)c1ccc(Cl)s1 | 0 | -3 | 1 | -7 | -2 | -1 | 1 | 0 | 2 | -5
Cc1csc(C2=C(O)CN(CCc3ccccc3)C2=N)n1 | -8 | -4 | -5 | 1 | 0 | 9 | -8 | -5 | 4 | -6
COc1ccc(Cc2c(-c3ccccc3)nc3cc(C)c(Br)c(C)n23)c(C)c1 | -2 | -2 | · | -1 | 5 | 0 | -3 | 0 | 4 | -4
CCCCCC(=O)Nc1ccc(C(=O)COC(=O)Cn2cnc3c2c(=O)n(C)c(=O)n3C)cc1 | -6 | -2 | -6 | 6 | 1 | 1 | -1 | 5 | -2 | -7
CCOC(=O)C1=C(O)/C(=C/c2ccc(OCC(=O)O)c(OCC)c2)SC1=Nc1ccccc1 | 3 | 7 | -2 | -9 | 15 | 2 | -8 | -3 | 1 | -20
COc1cc2c(cc1OC)CN(c1ccc([N+](=O)[O-])cc1Cl)CC2 | 0 | 3 | -13 | -6 | 16 | 5 | -3 | 1 | -8 | 7
CC1=CC2C3C(=O)N(c4ccccc4)C(=O)C3C1C(=O)C2(O)C(C)C (stereo unspecified) | 5 | -1 | · | -6 | 1 | 5 | 5 | -1 | 3 | 0
CCCCSc1oc(-c2ccco2)nc1S(=O)(=O)c1ccccc1 | -5 | -5 | -33 | -4 | 9 | 8 | -12 | 5 | 5 | 6
O=C(CO/N=C/c1ccccc1OC(F)F)NC1CCCC1 | 3 | -14 | -1 | -6 | -5 | 1 | -2 | -7 | 6 | 0

Additional entries follow:
SMILES | NPR2 activator | TDP2 absorb | HTRA1 inh | TCR CD3 inh | rCAG RNA binder | PRMT1 inh | ABHD4 inh | LEDGF integ inh | MBD2 inh | SIAE primary
O=C(NCC(c1ccccc1)c1ccccc1)[C@H](Cc1c[nH]c2ccccc12)NC1(C(=O)NC2CCCCC2)CCC1 | -12 | -13 | · | · | · | -2 | -15 | 7 | 2 | -7
Cc1cccc(-c2cc(NCCc3cccnc3)n3nccc3n2)c1 | -4 | -17 | · | -9 | 2 | 1 | -13 | 4 | -7 | -11
CCn1c(CCCNC(=O)c2cccs2)nc2ccccc21 | 5 | 6 | 0 | -3 | -1 | 0 | -2 | 0 | 3 | 3
Cc1cccc(-n2cnc3cc([N+](=O)[O-])ccc32)c1 | -1 | 3 | 4 | -12 | 3 | 5 | -8 | 3 | 1 | 3
Cc1cc(C)cc(C(=O)N2CCC3(CC2)NCCc2[nH]cnc23)c1 | 2 | 11 | 6 | 1 | 0 | -5 | -1 | 5 | 2 | -1
CCCCc1cc(=O)oc2cc(OCc3nn[nH]n3)c(Cl)cc12 | 1 | 2 | -2 | 1 | 34 | 4 | -4 | -4 | 0 | -2
Cc1ccc(OCC(=O)N2CC(C)CC(C)C2)c([N+](=O)[O-])n1 (stereo unspecified) | 3 | 6 | -2 | 1 | 1 | 2 | 7 | 2 | 0 | 5
O=C(C1=C[C@H](c2ccc(Br)cc2)C[C@H](OCCCCO)O1)N1CCN(Cc2ccccc2)CC1 | -4 | 4 | -18 | -3 | -2 | 0 | -6 | 1 | 4 | 3
O=C(O)c1ccccc1-c1nc(-c2ccccc2)c(-c2ccccc2)[nH]1 | -5 | -5 | -4 | 1 | 2 | -1 | -2 | -3 | -6 | 1
COc1cc(NC(=O)C2CC(=O)N(Cc3ccco3)C2)cc(OC)c1 (stereo unspecified) | 2 | 8 | 0 | 5 | 0 | -2 | 0 | -2 | -3 | 12
CCOc1cc(/C=N/NC(=O)COc2ccc(C)cc2)ccc1OC(=O)c1cccs1 | -2 | 3 | -47 | 0 | 7 | -7 | -14 | -4 | 1 | -52
CC(C)(C)OC(=O)C[C@@H]1C/C=C\C[C@H](CC(=O)NCCO)C(=O)NC[C@H](c2ccccc2)OC1=O | 3 | -4 | 4 | 5 | -10 | -4 | 1 | 0 | 2 | 0
CCOc1ccccc1C1CC(=O)Nc2cc(C)c(C)cc21 (stereo unspecified) | -13 | 13 | -17 | -3 | -7 | 0 | 0 | 1 | 3 | 5

The list is partial; rates above refer to the full screens.
